Compound activity: PubChem BioAssay, ICCB-Longwood Screening Facility, Harvard Medical School
Polio RdRp inh – poliovirus RdRp elongation inhibitors, primary screen, biochemical, fluorescence polarization, total intensity | poliovirus polymerase elongation; hits give low values | % elongation, % (compound at 16.7 µg/mL) | Genome polyprotein (Poliovirus type 1 (strain Mahoney)), P03300 | 0.66% of 150,000 active; in the data active = % elongation below about 90%; note: some results filed as inactive read as strong as hits
Target sequence (P03300 1749-2209 limits assumed): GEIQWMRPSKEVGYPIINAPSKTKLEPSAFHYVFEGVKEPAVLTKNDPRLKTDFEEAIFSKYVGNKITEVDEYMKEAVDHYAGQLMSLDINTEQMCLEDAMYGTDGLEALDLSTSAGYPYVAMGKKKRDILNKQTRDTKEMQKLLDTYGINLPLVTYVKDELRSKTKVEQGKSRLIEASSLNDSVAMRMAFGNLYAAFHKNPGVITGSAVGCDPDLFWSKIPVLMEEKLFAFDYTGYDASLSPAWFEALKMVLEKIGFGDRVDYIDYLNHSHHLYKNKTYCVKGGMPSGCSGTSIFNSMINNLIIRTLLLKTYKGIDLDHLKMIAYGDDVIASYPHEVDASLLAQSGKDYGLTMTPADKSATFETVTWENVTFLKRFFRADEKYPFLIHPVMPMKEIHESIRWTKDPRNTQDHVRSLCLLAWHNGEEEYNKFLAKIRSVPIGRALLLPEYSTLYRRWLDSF
Polio RdRp inh FP z-score – recorded beside Polio RdRp inh, whose call it bears; z-score; measured here: FP z-score; hits read low
Active calls of the source: *; & = joins results of further samples.

Compound,Polio RdRp inh,Polio RdRp inh FP z-score
Cc1noc(C)c1CC(C#N)(Cc1c(C)noc1C)c1nc(-c2ccc(Cl)cc2Cl)cs1,113,1.5
Cc1cccc(CSc2nc3c(sc4ccccc43)c(=O)n2CCC(=O)NC(C)C)c1,110,0.7
Cc1cccc(OCCn2c(C3CCCO3)nc3ccccc32)c1 (stereo unspecified),101,-0.1
O=C(Cc1cn2ccsc2n1)OCc1ccc(Cl)c(Cl)c1,104,0.2
CCOc1ccc(NC(=O)Cn2cc(C(=O)c3ccc(F)cc3)c(=O)c3cc4c(cc32)OCO4)cc1,107,0.2
CCn1c(C(=O)NCc2ccc(Cl)cc2)cc2sccc21,103,1.3
CC(NC(=O)c1ccc(F)cc1)c1nc2ccccc2[nH]1 (stereo unspecified),102,-0.9
COc1ccc2ccccc2c1C=Nc1ccc(C)cc1,106,0.3
CC1=C(C)C(=O)C(NCc2ccco2)=CC1=O,74*,-4.3*
CC1CC(C(F)(F)F)n2ncc(C(=O)O)c2N1 (stereo unspecified),100,-0.3
CCCS(=O)(=O)c1c(S(=O)(=O)CCC)c2cc(CC)ccn2c1C(=O)OC,102,0.1
CCCNC(=O)c1[nH]c2cc(OC)ccc2c1Sc1ccccc1,103,-0.1
COc1ccc(CCn2c(C)cc(C(=O)COC(=O)c3ccco3)c2C)cc1,101,-0.3
CN(c1ccccc1)N1C(=O)c2cccc3cccc(c23)C1=O,101,-0.4
CNC(=O)CN(c1cccc(F)c1)S(C)(=O)=O,104,1.4
COc1ccccc1CN1COc2ccc3c(C)cc(=O)oc3c2C1,107,-0.2
CC(C)NC(=O)c1ccc(N(C)S(C)(=O)=O)cc1,102,-0.1
COc1ccc2nc(/N=C(\N)NC(=O)N3c4ccccc4Sc4ccccc43)nc(C)c2c1,100,-0.5
Cc1cccc(C)c1-n1nnnc1SCC(=O)Nc1ccc2c(c1)OCO2,100,0
O=c1cc(CSc2nc3ccccc3s2)c2ccccc2[nH]1,103,0.2
O=C(N/N=C/c1ccco1)C1CC12CCC2 (stereo unspecified),99,-0.3
CNC(=S)Nc1ccccc1,98,-0.8
NC(=O)COc1ccc2c(c1)OCO2,104,0.3
CC(=O)c1ccc(N2CCN(c3ccc4cc(S(=O)(=O)N5CCC(C)CC5)ccc4n3)CC2)cc1,106,-0.2
O=C(Cn1c(=O)n(-c2ccccc2)c(=O)c2c3c(sc21)CCC3)c1ccc(Br)cc1,112,1.4
CCOc1ccc(C(=O)Nc2ccc3oc(-c4ccc(C)cc4C)nc3c2)cc1Br,111,0.7
COc1ccc(NC(=O)CC2Nc3ccccc3NC2=O)cc1 (stereo unspecified),106,0.1
CC(=NCCO)c1c(-c2ccccc2)[nH]n(-c2nc3ccccc3s2)c1=O,103,0
COc1nc(-c2ccccc2)cc(-c2ccc(C)cc2)n1,103,1.2
COC(=O)c1ccccc1S(=O)(=O)N1CCC(C(=O)OCC(=O)Nc2ccccc2F)CC1,100,-0.4
Cc1c(C)n(C)c2ccc(C(=O)NCc3cccc(F)c3)cc12,108,0.3
COc1cc(CN2CCN3CCCC3C2C2CCCCC2)cc(OC)c1 (stereo unspecified),101,0.4
Cc1n[nH]c(C)c1N,100,-0.1
Cc1cc(C)nc(NC2=NCCN2C(=S)Nc2c(C)cccc2C)n1,100,-0.3
Cc1ccc(CN2C(=O)C3(c4ccccc42)N(c2cccc(C(F)(F)F)c2)C(=O)CS3(=O)=O)cc1 (stereo unspecified),106,-0.1
COc1cc2nc(NCC(C)c3ccccc3)n3nc(-c4ccccc4)nc3c2cc1OC (stereo unspecified),105,0.2
CCc1ccc(OCCCn2c(-c3ccc(Cl)cc3)nc3ccccc3c2=O)cc1,102,-0.9
Cc1noc(COc2ccccc2OCC(O)CN2CCN(C)CC2)n1 (stereo unspecified),103,-0.1
COc1ccc(CCN2C(=O)CN(C3CCCCCC3)C(=O)C2c2ccc(OC(C)C)c(OC)c2)cc1OC (stereo unspecified),111,0.4
CCc1ccc(Nc2nc3ccccc3nc2NS(=O)(=O)c2ccccc2)cc1,108,0.8
Cc1cc2c(SCC(=O)NC3CCCC3)ncnc2s1,100,-0.6
O=C(c1ccc(CSc2nc3ccncc3n2Cc2cccc(F)c2)cc1)N1CCCCCC1,106,-0.2
CC1=CC(=O)CN(S(=O)(=O)c2ccc(C)cc2)C1,94,-1.2
Cc1nc2c(c(C)c1CCC(=O)NCc1ccccc1)c(=O)n(C)c(=O)n2C,109,0.7
CCOC(=O)N1CCC(NS(=O)(=O)c2ccc3c(c2)C(C)(C)C(=O)N3C)CC1,99,-1
COc1cccc(C(=O)Nc2ccccc2SCc2cc(=O)n3c(C)csc3n2)c1,101,0.2
Cn1c(NCc2cccc(Cl)c2)nc2ccccc21,105,-0.3
N#CC1=C(N=Cc2ccccc2O)CCC1,102,0.3
COc1ccc(-n2c(C)cc(CNC(=O)NC3CCCC3)c2C)cc1,100,-0.4
Cc1ccc(C)c(CN2C(=O)c3ccccc3S(=O)c3ccc(C(=O)N4CCCCC4)cc32)c1 (stereo unspecified),106,0.1
CC(C)NS(=O)(=O)c1cccs1,102,0.2
CCc1ccc(NC(=O)CCc2nnc3ccc(N(CC)CC)nn23)cc1,99,-1.7
O=C(O)C(c1ccc(F)cc1)N1Cc2ccccc2C1=O (stereo unspecified),101,0.3
CCC(=O)N1CCc2cc(S(=O)(=O)NCCC(=O)Nc3ccc(N(CC)CC)cc3C)ccc21,104,0
COc1ccccc1NC(=O)N(CC#N)c1ccccc1,104,0.9
Clc1ccc(CSc2nnc([C@@H]3CCCN3)o2)cc1,104,0.7

Next part:
Compound,Polio RdRp inh,Polio RdRp inh FP z-score
CCCCn1nnc(NC(=O)CC23CC4CC(CC(C4)C2)C3)n1,100,-0.4
O=C(Oc1ccc(-c2ccccc2)cc1)c1cccs1,101,-0.1
C=CCNC(=O)C(c1ccccc1)c1ccccc1,101,0
CC[C@@]1(O)C(=O)OCc2c1cc1n(c2=O)Cc2cc3c(O)cccc3nc2-1,99&94,-0.9&-1.4
O=C(OC1CCCCC1)C1CCN(S(=O)(=O)c2cccc3nsnc23)CC1,101,-0.1
O=C(CCn1c(=O)[nH]c2ccccc2c1=O)N1CCCCC1,104,0.5
CCn1c(C)nc2cc(S(=O)(=O)N3CCOCC3)ccc21,104,0.8
CC(C)CSc1nsc2nc(=O)c(C=C3C=CC(=O)C=C3)c(N)n12,103,0.3

Copied from the listing for reference:
Compound,Polio RdRp inh,Polio RdRp inh FP z-score
O=C(Oc1ccc(-c2ccccc2)cc1)c1cccs1,101,-0.1
C=CCNC(=O)C(c1ccccc1)c1ccccc1,101,0
CC[C@@]1(O)C(=O)OCc2c1cc1n(c2=O)Cc2cc3c(O)cccc3nc2-1,99&94,-0.9&-1.4
O=C(OC1CCCCC1)C1CCN(S(=O)(=O)c2cccc3nsnc23)CC1,101,-0.1
O=C(CCn1c(=O)[nH]c2ccccc2c1=O)N1CCCCC1,104,0.5
CCn1c(C)nc2cc(S(=O)(=O)N3CCOCC3)ccc21,104,0.8
CC(C)CSc1nsc2nc(=O)c(C=C3C=CC(=O)C=C3)c(N)n12,103,0.3

Additional compounds:
Compound,Polio RdRp inh,Polio RdRp inh FP z-score
CCN(c1ncnc2c1oc1ccccc12)C1CCCCC1,107,0.8
CC(=O)c1cccc(NC(=O)c2noc3c2CCCC3)c1,108,0.7
CCN(C1CCCCC1)S(=O)(=O)c1cc(F)ccc1OC,100,-0.2
Cc1ccc(-c2noc(-c3ccc(N4CCCC4)c([N+](=O)[O-])c3)n2)cc1,99,-1.9
CCOC(=O)c1ccc(S(=O)(=O)Nn2cc(-c3ccccc3)[nH]c2=S)cc1,102,0.1
O=C(Cn1ncn2nc(-c3cccs3)cc2c1=O)NCc1ccccc1Cl,105,-0.4
NC(=O)N(CCC(=O)O)c1ccccc1,102,0.3
O=S(=O)(c1ccc(-c2cc(C(F)(F)F)on2)s1)N1CCc2c([nH]c3ccc(F)cc23)C1,111,1.7
COc1ccc(-n2ncc(C(=O)Nc3cccc(C(F)(F)F)c3)c2C2CCN(C(=O)OC(C)(C)C)CC2)cc1,108,0.4
CCNC(=O)C1CCN(c2nn3cc(-c4ccc(F)cc4)nc3s2)CC1,104,0.4
COc1ccc(Nc2ncc(C(=O)Nc3cc(C)ccc3OC)c3ccccc23)cc1,108,1
CCOC(=O)N1CCN(C(=O)COc2cccc3c2CCN(CC)C3=O)CC1,100,-0.1
CNC(=O)c1ccccc1Nc1ccc(SC(F)F)cc1,101,-0.2
N#CC1=C2SCN(c3ccccc3)CN2C(=O)CC1c1ccccc1 (stereo unspecified),100,-0.3
COc1ccc(-c2noc(CNC(=O)Nc3cccc(C)c3)n2)cc1,102,-0.7
O=C(NCc1ccc(Cl)cc1)c1cc2c(s1)-c1ccccc1SC2,108,0.3

An excerpt from above in order of number of heavy atoms, lowest first.
Compound,Polio RdRp inh,Polio RdRp inh FP z-score
N#CC1=C2SCN(c3ccccc3)CN2C(=O)CC1c1ccccc1 (stereo unspecified),100,-0.3
CCNC(=O)C1CCN(c2nn3cc(-c4ccc(F)cc4)nc3s2)CC1,104,0.4
CCOC(=O)N1CCN(C(=O)COc2cccc3c2CCN(CC)C3=O)CC1,100,-0.1

Next compounds.
Compound,Polio RdRp inh,Polio RdRp inh FP z-score
CCCCOc1ccc(NC(=O)CS(=O)CC(=O)Nc2ccc(OC)cc2)cc1 (stereo unspecified),101,-0.3
CN1C(=O)/C(=C\c2ccncc2)SC1=S,101,-0.1
Nc1ccnn1Cc1ccco1,101,-0.2
CN(CCO)C12CC3CC(CC(C3)C1)C2,99,-0.3
O=C(NCCCO)c1ccc2[nH]c3ccccc3c2c1,101,-0.4
O=C(/C=C/c1ccco1)N1CCN(Cc2nc3sc4c(c3c(=O)[nH]2)CCCC4)CC1,104,0.2
CCOC(=O)c1cc(-c2ccnn2S(=O)(=O)c2ccc(C)cc2)on1,96,-2
COc1cccc(Nc2cc(-c3ccccc3)nc(C)n2)c1,108,0.4
O=C1CCCC(O)=C1N=Nc1ccc(C(=O)O)cc1,76*,-2.7*
N#Cc1ccccc1CSc1nnc2c(n1)[nH]c1ccccc12,101,0.4
O=C(c1ccco1)N1CCN(C(=O)C(NS(=O)(=O)c2cccc3nsnc23)c2ccccc2)CC1 (stereo unspecified),105,1.9
Cc1n[nH]c(C)c1N1C(=O)c2cccc3c(N)ccc(c23)C1=O,69,-7.5
COc1cccc(N2CCN(S(=O)(=O)c3ccc4[nH]c5c(c4c3)CCCC5)CC2)c1,111,1
CCCC(=O)c1ccc2[s+]c3ccccc3[n+](CCCN(C)C)c2c1,89*,-1.3*
O=C(CSc1nnc2ccccn12)Nc1ccc(F)cc1,106,0.3
COc1ccccc1OCCn1c(NC(=O)c2cccs2)nc2ccccc21,101,0.2
CN1C(=O)CSc2ccccc21,100,-0.3
CCc1ccccc1Nc1ncnc2c1cnn2-c1ccc(Cl)cc1,104,-0.5
COc1ccc(N(C(C)C(=O)N(C)C)S(C)(=O)=O)cc1 (stereo unspecified),102,-0.1
O=C(NCc1ccc2c(c1)CCN2C(=O)c1ccc(F)cc1)c1ccco1,107,0.1
Cc1cc(C)c(NC(=O)c2cc(S(=O)(=O)N3CCN(c4ccccc4F)CC3)ccc2F)c(C)c1,115,1.1
Cc1nc(C(C#N)c2ccccc2)cs1 (stereo unspecified),101,-0.1
Cn1c(=O)n(C)c2cc(CNC3C4CC5CC(C4)CC3C5)ccc21 (stereo unspecified),103,0.7
Cc1nc2c(C(=O)NCCC(C)C)cnn2c(C)c1Cc1c(F)cccc1Cl,111,0.4
N#CC(C(=O)c1nc(N2CCN(Cc3ccccc3)CC2)ncc1Cl)c1nc2ccccc2c(=O)[nH]1 (stereo unspecified),105,0.4
CCCn1[nH]cc(SC)c(=O)c1=O,96,-1.5
O=C(Nc1ccc2nc(CN3CCCCC3)[nH]c2c1)c1ccccc1F,102,1.1
CN(Cc1ccccc1)Cn1[nH]c(-c2cccs2)nc1=S,101,-0.1
CCOc1ccc(C(=O)Nc2ccc(S(=O)(=O)N(C)C)cc2)cc1OCC,100,-0.1
CC(C)NC(=O)C1CCCN(c2nc3cccnc3s2)C1 (stereo unspecified),101,0.2
CCc1cccc(NC(=S)N(Cc2c[nH]c3ccccc23)C2CCCC2)c1,98,-2
COc1cc(/C=N/NC(=O)Cn2ncn(-c3ccccc3)c2=O)ccc1OC(=O)CC1SC(=O)NC1=O (stereo unspecified),102,0
N=C(N)SCc1ccc(Cl)cc1Cl,95,-0.6
Cc1ccc(-c2nc(C)c(CCNC(=O)c3cccs3)s2)cc1,107,-0.1
CCOc1cc(S(=O)(=O)NCc2ccc(OC)cc2)c(OCC)cc1-n1cnnn1,102,-0.1
COc1ccccc1NC(=O)Cn1cccc1,103,0.5
COC(=O)c1cn(C)c2ccc(S(=O)(=O)N3CCOCC3)cc2c1=O,101,0.1
CCCCN(C(=S)Nc1cccc(C)c1)C1CCN(C(C)=O)CC1,103,0.4

Not all compounds are listed; the hit share may differ from the screen's.
